Bcl-W Bim block – inhibitors of Bim-Bcl-W interaction, human; inhibition, % at 10 µM; AID 952; Q92843; bead-based flow cytometry, Bim peptide-Bcl-W binding; 190,000 compounds, 0.02% hits;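 further: 0% = bound tracer without compound and 100% = peptide blocker; higher means less fluorescent Bim peptide bound to Bcl-W beads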
RGS7-Gao – modulates binding of RGS7 to human Galphao; 220,000 compounds, 0.35% hits; AID 1439; binding response (% of control), % at 10 µM; P09471; Multiplexed bead flow cytometry; actives lie on both sides; in the data active means binding response below about 49% or above about 150%; inconclusive means no clear call, values can overlap the other calls; inactive means in between;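 further: fluorescent Galphao held in activated GDP-AlF4 state binding bead-coupled RGS7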
Target sequence (P09471 whole entry, looked up): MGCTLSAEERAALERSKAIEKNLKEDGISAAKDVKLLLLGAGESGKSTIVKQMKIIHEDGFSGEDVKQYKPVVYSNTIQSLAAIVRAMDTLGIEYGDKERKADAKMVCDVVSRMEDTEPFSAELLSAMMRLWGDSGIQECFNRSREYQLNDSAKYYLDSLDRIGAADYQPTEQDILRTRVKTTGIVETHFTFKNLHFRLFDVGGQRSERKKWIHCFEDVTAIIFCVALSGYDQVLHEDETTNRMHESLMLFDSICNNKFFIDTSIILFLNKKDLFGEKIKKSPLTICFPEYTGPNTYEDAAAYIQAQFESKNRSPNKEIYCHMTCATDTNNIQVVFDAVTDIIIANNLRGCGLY
RGS4-Gao reg – modulates binding of RGS4 to human Galphao. 220,000 compounds, 0.33% hits. AID 1415. P09471. Multiplexed bead flow cytometry; actives lie on both sides. binding response (% of control), % at 10 µM; in the data active means binding response below about 49% or above about 150%; inactive means in between;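 further: fluorescent Galphao activated with aluminum fluoride binding bead-coupled RGS4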
Bcl-XL Bim block – human Bim-Bcl-XL interaction inhibition; AID 1007; Q07817; inhibition, % at 10 µM; 190,000 compounds, 0.04% hits; Bim peptide-Bcl-XL binding, bead flow cytometry, fluorescence
Target sequence (Q07817 whole entry, looked up): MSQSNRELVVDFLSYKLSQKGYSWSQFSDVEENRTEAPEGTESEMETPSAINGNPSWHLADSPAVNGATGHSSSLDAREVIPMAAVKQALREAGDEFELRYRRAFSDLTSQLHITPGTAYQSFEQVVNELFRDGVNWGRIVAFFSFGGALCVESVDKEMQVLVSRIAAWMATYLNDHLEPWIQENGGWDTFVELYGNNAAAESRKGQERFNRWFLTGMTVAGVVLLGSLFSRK
Bim-Bcl-2 – inhibitors of Bim-Bcl-2 interaction, human; AID 950; 190,000 compounds, 0.06% hits; Bead-based flow cytometry, Bim peptide-Bcl-2 binding; P10415; inhibition, % at 10 µM; in the data active means inhibition above about 40%; inconclusive means no clear call, values can overlap the other calls;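 further: 0% = no compound wells with probe peptide and 100% = reference peptide inhibitor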
Target sequence (P10415 whole entry, looked up): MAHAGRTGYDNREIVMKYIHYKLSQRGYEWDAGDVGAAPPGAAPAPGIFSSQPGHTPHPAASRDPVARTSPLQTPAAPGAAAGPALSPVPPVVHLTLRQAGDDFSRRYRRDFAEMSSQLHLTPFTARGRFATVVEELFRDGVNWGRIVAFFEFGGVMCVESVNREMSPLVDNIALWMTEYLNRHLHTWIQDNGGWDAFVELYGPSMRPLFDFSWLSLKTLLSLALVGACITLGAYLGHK
GSH bead fluor – GSH bead compound fluorescence profile; GSH beads flow cytometry, compound fluorescence 488/530 nm; stronger effect = higher value; fluorescence (KMESF) at 10 µM; 190,000 compounds, 0.25% hits; in the data active means fluorescence above about 89;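 further: glutathione beads carrying GST-tagged Bcl family fusion proteins plus one bare bead set; values are compound well signal with DMSO vehicle wells as background; inactives centre near 16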
ABCB1 block – inhibitors of human ABCB1 transporter, ABCG2 counter-screen. inhibition, % at 6.6 µM. CCRF-Adr cells, JC-1 efflux, flow cytometry. 190,000 compounds, 0.067% hits; in the data active means inhibition above about 40%;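 further: 0% = vehicle and 100% = reference inhibitor; higher value means more JC-1 retained so stronger ABCB1 efflux block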
Bim-Bcl-B – human Bim-Bcl-B interaction inhibition; Q9HD36; bead-based flow cytometry, Bim peptide-Bcl-B binding; inhibition, % at 10 µM; 190,000 compounds, 0.073% hits;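 further: 0% = tracer peptide without compound and 100% = reference inhibitor peptide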
Target sequence (Q9HD36 whole entry, looked up): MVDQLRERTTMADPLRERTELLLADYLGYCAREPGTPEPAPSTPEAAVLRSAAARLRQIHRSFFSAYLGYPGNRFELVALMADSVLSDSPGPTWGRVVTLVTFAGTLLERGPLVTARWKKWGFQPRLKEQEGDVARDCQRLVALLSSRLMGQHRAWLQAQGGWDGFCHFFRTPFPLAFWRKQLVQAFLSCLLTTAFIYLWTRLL
Avidin fluor – avidin bead compound fluorescence profile; Avidin beads, compound fluorescence 488/530 nm, flow cytometry; stronger effect = higher value; fluorescence (KMESF) at 10 µM; 220,000 compounds, 0.38% hits; in the data active means fluorescence above about 47; further: inactives centre near 10
Bfl-1 Bim block – disrupts Bim binding to human Bfl-1; Q16548; Bead-based flow cytometry, Bim-Bfl-1 binding inhibition; inhibition, % at 10 µM; 190,000 compounds, 0.12% hits; AID 1008;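 further: 0% = wells without compound plus tracer and 100% = blocker peptide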
ABCG2 block – human ABCG2 inhibition, ABCB1 as counter-screen; inhibition, % at 6.6 µM; Q9UNQ0; IgMXP3 cells, JC-1 efflux, flow cytometry; 190,000 compounds, 0.1% hits; AID 1325;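 active means inhibition above 80%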;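 further: 0% = DMSO and 100% = nicardipine control wells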
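Test system: IgMXP3 cells (ABCG2) mixed with DDAO far-red-labelled CCRF-Adr cells (ABCB1). Reagent: JC-1 transporter substrate. Compound dosing: single test compound dose, 6.6 µM final. Times: 10 min compound exposure, 25 °C. Detection: flow cytometry of retained JC-1 fluorescence. Read-out basis: efflux inhibition in percent versus controls. Controls: nicardipine and DMSO wells.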
The depositor's hits bear a star; ? = inconclusive; · = no result given. Unless noted, no stated cut-off is given here; in the data, active means inhibition above about 40%.

SMILES	Bcl-W Bim block	RGS7-Gao	RGS4-Gao reg	Bcl-XL Bim block	Bim-Bcl-2	GSH bead fluor	ABCB1 block	Bim-Bcl-B	Avidin fluor	Bfl-1 Bim block	ABCG2 block
CCOC(=O)C1=C(C)Nc2sc(C(=O)c3ccc(OC)cc3)c(N)c2C1c1ccc(C(=O)OC)cc1 (stereo not given)	0	95	104	-5	2	15	0.8	-11	10	2	-5
Cc1ccc(S(=O)(=O)Cc2ccc(C(=O)N3CCN(Cc4ccccc4)CC3)o2)cc1	-4	88	91	-4	-3	13	0.6	-1	13	-3	1
O=C(CS(=O)(=O)Cc1ccccc1)Nc1ccccn1	-9	99	106	-11	-14	27	0.8	-11	31	-26	39
COc1cccc(C2C(C#N)=C(N)Oc3c2oc(CO)cc3=O)c1OC (stereo not given)	2	100	101	0	-5	6	0.1	-5	7	-9	1
Cc1ccc2cc(CN(Cc3ccco3)C(=O)c3cccs3)c(=O)[nH]c2c1	-1	92	94	-1	0	27	0.6	-3	7	-4	7
Cc1ccc(NC(=O)C2CCN(c3cnccn3)CC2)cc1	1	100	99	5	0	10	0.1	0	15	-4	2
O=C(NCCc1nc2ccccc2[nH]1)/C(=C/c1ccco1)NC(=O)c1ccc(Br)o1	8	98	100	-10	1	16	-0.6	-4	11	3	4
COc1ccccc1CNc1ccc2nnc(CCNC(=O)c3ccccc3)n2n1	-1	102	104	-1	0	12	0.1	-2	10	-3	2
CCC(NS(=O)(=O)c1cnn(CC)c1)c1ccccc1 (stereo not given)	1	?	103	1	0	10	-0.2	2	11	-2	-2
CCCCn1c(=N)n(CCOc2ccc(C)cc2)c2ccccc21	-6	104	108	-5	0	13	·	-12	8	-2	2
Cc1ccc2c(CC(=O)NC3=NCCS3)coc2c1	-2	98	98	-2	-2	16	0.1	0	9	-2	1
CC(=O)N1N=C(c2ccncc2)OC12CCCCC2	0	103	102	0	2	28	0.1	2	7	5	2
O=C(NC(NC(=S)N1CCOCC1)C(Cl)(Cl)Cl)c1ccc(Cl)cc1 (stereo not given)	-20	100	99	-5	-2	9	-0.1	-5	11	6	10
COc1ccccc1-n1c(SCC(=O)NC(C)(C)C)nc(O)cc1=O	-3	101	101	-3	-3	37	2.0	-4	16	-7	-4
Cc1cccc(OCC(=O)Nc2ccccc2N2CCN(C(=O)C(C)C)CC2)c1C	0	96	99	-3	-9	24	19	-5	17	-11	11
CCc1cccc(C)c1NC(=O)c1ccccc1	0	101	106	0	-1	14	0.7	-2	13	-4	0
COC(=O)C1CC(=O)N(c2ccc(C)cc2)C1 (stereo not given)	0	104	103	-1	-3	26	-0.1	0	13	-3	0
Nc1nnc(SCCCC(=O)c2ccccc2)s1	13	94	99	16	11	9	0.4	7	6	11	2
COC(=O)Cn1cc(C(=O)OC)c2ccccc21	-2	100	97	-4	-5	27	1.9	-4	8	-12	4
Cc1ccc(NC(=O)c2ccc3c(c2)[nH]c(=O)n3C(C)C)cc1	-2	?	101	-3	-4	12	0.1	-6	12	-3	13
COc1cccc(NC(=O)c2ccn(C)n2)c1	0	89	89	-2	-3	12	-0.4	-8	13	3	3
O=C(NC1CCCC1)C(c1ccc(F)cc1)N(Cc1ccc(Cl)cc1)C(=O)CCl (stereo not given)	-3	103	101	-2	0	9	·	-2	15	2	3
CCOc1ccccc1NC(=O)CSc1ccc([N+](=O)[O-])cc1	-1	?	99	-2	-3	15	0.1	-5	8	-3	2
NC(=O)c1ccc([N+](=O)[O-])cc1SCc1ccccc1	-2	104	98	-3	-1	19	-0.2	-3	5	0	-1
COc1ccc(/C=C(/NC(=O)c2cccc([N+](=O)[O-])c2)C(=O)O)cc1	0	102	100	-3	0	11	0.2	-1	12	-4	0
CCOc1ccc(C2C3=C(CCCC3=O)Nc3nc(C(F)(F)F)nn32)cc1OC (stereo not given)	-3	97	101	1	-6	37	0.2	-10	7	-10	1
N#Cc1sc2nc(-c3ccccc3)cc(-c3ccco3)c2c1N	5	94	96	-5	-5	42	0.3	-5	4	0	0
COc1ccc(S(=O)(=O)N2CCC(NC(=O)N3CCOCC3)CC2)cc1	1	95	90	-2	-3	11	0.5	-4	10	-3	1
CC(C(=O)Nc1ccc(N2CCOCC2)cc1)N1C(=O)c2ccccc2C1=O (stereo not given)	0	100	99	-2	-10	34	0.7	-5	15	-10	2
CC(=O)c1ccc(Cc2cnc(N)s2)cc1	-1	97	102	-21	-9	31	0.8	-8	13	-11	2
O=C(NCc1cccc(CNC(=O)c2ccco2)c1)c1ccco1	3	90	99	2	3	9	0.8	1	12	0	1
O=C1CCCN1CCCNc1ccc(S(=O)(=O)N2CCCCC2)cn1	-2	101	102	9	-6	34	-1.9	-7	7	-10	-1
O=C(O)CCCn1c(=O)[nH]c2ccccc2c1=O	-4	102	104	0	1	15	0.4	0	38	-2	2
CN(CC(=O)N1CCN(c2ccccn2)CC1)S(=O)(=O)c1cccc2nsnc12	-2	97	98	-8	0	24	1.1	-5	10	-1	2
CCOC(=O)N1CCC(Nc2c(N3CCN(c4cc(Cl)ccc4C)CC3)c(=O)c2=O)CC1	3	101	99	0	-9	24	-2.6	-5	7	-13	2
Cc1n(C)c2cc(Cl)ccc2[n+]1Cc1ccccc1	5	97	99	5	1	16	0.7	-11	9	-4	3
CC(O)c1nc2ccccc2n1CC(=O)Nc1ccc2c(c1)OCCO2 (stereo not given)	0	?	90	-1	2	15	-0.1	-1	8	-1	0
COc1ccc(C2CC(C(F)(F)F)n3ncc(C(=O)NCc4cccnc4)c3N2)cc1OC (stereo not given)	3	98	103	4	1	15	0.9	-1	20	-1	8
COc1ccc(C(N)=S)cc1	-8	102	99	-13	-12	12	-1.0	-11	10	-14	-6
O=S(=O)(c1cnc[nH]1)N1CCN(c2ccc(Cl)cc2)CC1	-5	106	95	-3	-6	19	-3.2	-5	12	0	-4
COc1ccccc1C(=O)Nc1cccc(NC(C)=O)c1	0	95	97	0	-6	9	0.7	-6	8	-5	4
O=C(COc1cccc(OC(F)F)c1)Nc1ccc(SC(F)F)cc1	2	94	97	0	-8	37	0.4	-7	14	-13	4
O=C(Nn1c(O)c(C=C2N=c3ccccc3=N2)sc1=S)c1ccccc1	7	102	101	7	0	37	-1.3	-18	13	-5	-1
O=C(OCCN1CCCCC1)c1cc2ccccc2o1	-2	101	103	-6	-13	22	0.5	-10	13	-15	5
O=C(O)C1C2CCC(O2)C1C(=O)Nc1cnn(Cc2ccccc2)c1 (stereo not given)	0	103	102	-3	-17	9	0.5	-8	11	-17	2
CC(C)c1ccc(CN(C(=O)c2cc3ccccc3oc2=O)C2CCS(=O)(=O)C2)cc1 (stereo not given)	-2	99	93	-2	-3	12	0.5	0	8	-2	3
COc1ccc(/C=C/C(=O)c2ccc3c(c2)OCO3)c(OC)c1	-3	98	101	-3	0	7	0.0	-4	5	-1	0
Cc1ccc(C(O)(C(=O)NNS(=O)(=O)c2ccc(C)cc2)c2ccc(C)cc2)cc1	-5	101	103	-7	-2	9	0.5	-4	14	2	0
CC12CCC(C/C1=N/OC(=O)c1cccc([N+](=O)[O-])c1)C2(C)C (stereo not given)	-2	106	101	-4	-5	20	2.6	-7	7	-6	24
O=C(CSc1nnc(-c2ccccc2)o1)NC1CCS(=O)(=O)C1 (stereo not given)	-3	99	102	-5	-6	15	-1.0	-13	22	-8	1
CC(C)(CO)CNC(=O)CCc1nnc(C2(c3ccc(Cl)cc3)CCC2)o1	0	101	101	1	-3	16	-3.5	0	12	-5	-3
Cc1ccc2oc(-c3cccc(N)c3)nc2c1	-6	88	91	-1	0	14	0.9	-2	7	-3	5
O=C(NC1CCCC1)c1ncn[nH]1	-4	98	99	-4	-4	8	0.4	-7	3	-2	2
COc1cc(/C=N/NC(=S)NCCN2CCOCC2)cc(OC)c1OC	-3	102	101	-5	-11	9	1.0	-4	14	-18	13
CCc1c(C)nc(SCC(=O)c2ccc(C)c(C)c2)[nH]c1=O	-4	94	99	-2	1	33	0.7	-4	11	3	34
O=C(C1CCCCN1S(=O)(=O)c1ccccc1[N+](=O)[O-])N1CCOCC1 (stereo not given)	0	100	100	-3	0	19	0.3	-4	25	-1	2
CCc1ccc(CNC(=O)CCc2nnc(Cc3cccc(C(F)(F)F)c3)o2)nc1	0	102	99	-1	0	9	2.5	0	2	4	4
C(=C\c1ccco1)/C=N/n1cnnc1	-3	96	97	-4	-13	23	0.2	-9	34	-12	8
Nc1nnc(SCC(=O)c2ccccc2)s1	0	95	104	0	0	16	0.3	-1	24	0	3
CCCOC(=O)c1ccc2c(c1)C(=O)N(c1ccccc1)C2=O	2	103	102	0	-1	5	-0.1	-4	6	-8	0

Arranged by the number under RGS4-Gao reg (low to high): three from the list above.
smiles,Bcl-W Bim block,RGS7-Gao,RGS4-Gao reg,Bcl-XL Bim block,Bim-Bcl-2,GSH bead fluor,Bim-Bcl-B,Avidin fluor,Bfl-1 Bim block
Nc1nnc(SCCCC(=O)c2ccccc2)s1,13,94,99,16,11,9,7,6,11
COc1cccc(C2C(C#N)=C(N)Oc3c2oc(CO)cc3=O)c1OC (stereo not given),2,100,101,0,-5,6,-5,7,-9
Cc1ccc(C(O)(C(=O)NNS(=O)(=O)c2ccc(C)cc2)c2ccc(C)cc2)cc1,-5,101,103,-7,-2,9,-4,14,2

Other entries follow:
SMILES	Bcl-W Bim block	RGS7-Gao	RGS4-Gao reg	Bcl-XL Bim block	Bim-Bcl-2	GSH bead fluor	ABCB1 block	Bim-Bcl-B	Avidin fluor	Bfl-1 Bim block	ABCG2 block
CC(Sc1nncn1C)C(=O)Nc1cc(C(F)(F)F)ccc1N1CCOCC1 (stereo not given)	-3	101	102	-2	-1	12	0.4	-2	25	-5	2
O=C(c1ccc2c3c(cccc13)CC2)C1CCCN(Cc2cccnc2)C1 (stereo not given)	3	105	102	0	-1	30	2.5	-1	10	-5	5
CS(=O)(=O)c1ccc(C(=O)Nc2ccc(N3CCCC3)cc2)c(Cl)c1	1	?	96	-2	-1	13	-0.3	-9	10	-4	0
Cc1ccccc1OCc1n[nH]c(=S)n1-c1ccccc1	0	100	101	-7	-2	15	-0.5	-34	9	4	-1
Cc1cc2oc(=O)cc(C)c2c(=O)o1	-1	106	105	-6	-10	14	0.3	-9	11	-14	2
CC1CCCN(C(=O)C2CCN(CC3CC=CCC3)CC2)C1 (stereo not given)	-4	98	99	-2	-7	14	-0.2	-7	5	-9	4
CCOC(=O)Nc1nc(-c2ccccc2)c(C(=O)c2ccccc2)s1	4	101	97	-5	-2	62	0.0	-7	12	-11	2
CCn1c(C)nc2cc(S(=O)(=O)Nc3ccc(C)cc3)ccc21	3	92	97	0	0	28	0.9	-1	11	-2	3
Nn1cnnc1SCC(=O)N(C1CCCCC1)C1CCCCC1	-2	99	97	-2	-2	15	0.3	-6	12	-6	6

Some entries already given, limited to RGS4-Gao reg and Bfl-1 Bim block:
smiles | RGS4-Gao reg | Bfl-1 Bim block
COc1ccccc1CNc1ccc2nnc(CCNC(=O)c3ccccc3)n2n1 | 104 | -3
CCC(NS(=O)(=O)c1cnn(CC)c1)c1ccccc1 (stereo not given) | 103 | -2
CCCCn1c(=N)n(CCOc2ccc(C)cc2)c2ccccc21 | 108 | -2
Cc1ccc2c(CC(=O)NC3=NCCS3)coc2c1 | 98 | -2
CC(=O)N1N=C(c2ccncc2)OC12CCCCC2 | 102 | 5

An unsorted share of the library; about 1.3% have a hit in one of these screens.
